Screening data as filed in PubChem BioAssay.
Glyco luc inh = increase of ERlucT glycosylation luciferase signal, primary screen, N-linked glycosylation inhibitor project, D54 ERlucT cells, luminescence, set 2; AID 588692, 2011; D54 ERlucT glycosylation luciferase reporter, 24 h; percent of 100 nM tunicamycin response; 360,000 tested, 0.23% active; reporter increase, % at 12.5 µM;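 active = mean luciferase reporter signal, scaled so untreated is 0 and the glycosylation-blocking control 100, at or above a set limit in every replicate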;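 also: luciferase carries N-glycosylation sites so blocking glycosylation raises the light; 0% = median of neutral control wells and 100% = median of 100 nM tunicamycin wells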
m5-HT2A agonist = mouse Htr2a agonists via beta-arrestin recruitment, primary screen, cell-based, luminescence. activation, % at 7.6 µM. 360,000 tested, 0.66% active. CHO-K1 mHTR2A beta-arrestin complementation; percent of 30 µM serotonin response;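 active = activation above a run cutoff, the mean activation of all tested compounds plus 3 SD, cut at about 14% in these data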;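 also: 0% = plate median of compound wells and 100% = 30 µM serotonin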
Target sequence (P35363 whole entry, looked up): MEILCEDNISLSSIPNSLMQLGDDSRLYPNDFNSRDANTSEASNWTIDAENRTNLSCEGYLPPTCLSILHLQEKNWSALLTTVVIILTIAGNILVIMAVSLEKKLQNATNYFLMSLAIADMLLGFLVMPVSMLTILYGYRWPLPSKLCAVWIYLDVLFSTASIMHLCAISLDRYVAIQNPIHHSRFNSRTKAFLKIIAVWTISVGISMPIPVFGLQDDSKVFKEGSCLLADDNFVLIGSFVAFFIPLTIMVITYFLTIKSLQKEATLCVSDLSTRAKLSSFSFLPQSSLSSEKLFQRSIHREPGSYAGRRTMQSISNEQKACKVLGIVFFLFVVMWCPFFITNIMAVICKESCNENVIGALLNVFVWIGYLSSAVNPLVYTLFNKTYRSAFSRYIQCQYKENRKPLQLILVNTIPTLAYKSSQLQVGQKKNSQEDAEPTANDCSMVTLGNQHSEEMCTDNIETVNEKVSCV
H9c2 protect = cardioprotection against H2O2-induced cell death, primary screen, uHTS, H9c2 cells, ATPLite luminescence. H9c2 cardiomyocytes, H2O2 injury protection, 2 h. protection from H2O2 cell death, % at 20 µM. 360,000 tested, 0.63% active. AID 588492, 2011;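 active = compounds giving at least 50% protection of heart cells from peroxide-induced death in the single-dose screen, raw or plate-pattern-corrected value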;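 also: 0% = DMSO wells with peroxide and 100% = DMSO wells without peroxide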
MC4R antagonist = MC4R antagonists of cAMP signaling, primary screen, cell-based, TR-FRET, antagonist arm of biased-ligand search; Melanocortin receptor 4 (Homo sapiens), P32245; MC4R-expressing cells, MTII-stimulated cAMP, LANCE TR-FRET; inhibition, % at 6.5 µM; 360,000 tested, 0.48% active; AID 540295, 2011;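 active = inhibition above its plate's cutoff, the mean of tested wells on that plate plus 3 SD, cut at about 29% in these data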;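 also: 0% = Melanotan II alone and 100% = Melanotan II plus saturating MCL0020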
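material = U2OS cells stably expressing human melanocortin 4 receptor (MC4R) | also added = Melanotan II challenge | dosing = single nominal compound dose of 6.5 µM | detection = TR-FRET with Eu-cAMP and labeled anti-cAMP, 671 nm | replication = singlicate | timing = compound 30 min, challenge 1 h, detection 1 h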
TLR9-MyD88 block = inhibitors of TLR9-MyD88 association in cells, primary screen, cell-based, CHO, BLA complementation, fluorescence; AID 504734, 2011; inhibition, % at 4.98 µM; CCF4 FRET ratio; Toll-like receptor 9 (Homo sapiens) + Myeloid differentiation primary response protein …; 340,000 tested, 0.21% active;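 active = inhibition above the mean over all tested compounds plus 3 SD, cut at about 21% in these data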;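 also: 0% = DMSO only wells and 100% = clavulanate BLA inhibitor control wells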
NOD2 RIPK2 PPI = NOD2-RIPK2 binding disruptors in cells, primary screen, fluorescence, CHO cells, BLA complementation. Receptor-interacting serine/threonine-protein kinase 2 (Homo sapiens), O43353. CCF4 ratio. inhibition, % at 4.98 µM. 360,000 tested, 0.38% active. AID 624267, 2012; in the data active = inhibition above about 21%;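 also: 0% = vehicle only and 100% = reference blocker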
Target sequence (O43353 whole entry, looked up): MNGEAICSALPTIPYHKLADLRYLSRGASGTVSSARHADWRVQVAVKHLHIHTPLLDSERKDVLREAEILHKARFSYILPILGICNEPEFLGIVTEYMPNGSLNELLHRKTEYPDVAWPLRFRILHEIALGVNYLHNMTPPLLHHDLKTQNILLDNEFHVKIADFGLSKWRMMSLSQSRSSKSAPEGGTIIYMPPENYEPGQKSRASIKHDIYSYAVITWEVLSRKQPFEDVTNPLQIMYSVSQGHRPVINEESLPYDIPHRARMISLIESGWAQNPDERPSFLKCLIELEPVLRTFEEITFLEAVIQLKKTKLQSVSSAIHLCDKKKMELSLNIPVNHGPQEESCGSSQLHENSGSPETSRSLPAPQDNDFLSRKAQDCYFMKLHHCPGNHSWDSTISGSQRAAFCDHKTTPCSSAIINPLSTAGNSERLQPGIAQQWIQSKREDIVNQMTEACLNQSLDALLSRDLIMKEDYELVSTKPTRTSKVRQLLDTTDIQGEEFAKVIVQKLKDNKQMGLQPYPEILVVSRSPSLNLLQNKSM
ABCB6 inh MLPCN = ABCB6 transporter inhibitors, primary screen, K562-ABCB6 cells, flow cytometry, MLPCN library; AID 602162, 2011; fluorescence ratio to DMSO, % at 10 µM; 360,000 tested, 0.19% active; ATP-binding cassette sub-family B member 6 (Homo sapiens), Q9NP58; K562-ABCB6 porphyrin accumulation, 1 h; hits give low values;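 active = fluorescence ratio to DMSO below 75%, the collection mean minus 3 SD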;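 also: signal is porphyrin accumulated inside mitochondria; 100% equals median channel fluorescence of DMSO control wells; lower ratio means ABCB6 inhibition with less porphyrin fluorescence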
NCOA2 inhibitor = inhibition of GAL4-SRC2 driven luciferase reporter, primary screen, SRC2 inhibitor project, cell-based, luminescence; AID 651957, 2012; inhibition, % at 9 µM; Nuclear receptor coactivator 2 (Homo sapiens), Q15596; 370,000 tested, 0.17% active; HEK293 GAL4-SRC2 luciferase reporter;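 active = inhibition above the mean inhibition of all tested compounds plus 3 SD, set per campaign, cut at about 52% in these data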;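 also: 0% = DMSO treated cells and 100% = cells given Gossypol at 36 µM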
ABHD5 PLIN5 PPI = ABHD5-PLIN5 interaction inhibitors, primary screen, cell lysate, split luciferase complementation, luminescence. Perilipin-5 (Homo sapiens) + 1-acylglycerol-3-phosphate O-acyltransferase ABHD5 (Homo …. Split G. princeps luciferase complementation, 4 h. 360,000 tested, 0.78% active. inhibition, % at 4 µM;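 active = inhibition above the mean inhibition across every tested compound plus 3 SD, cut at about 22% in these data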;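 also: 0% = DMSO only wells and the 100% control is not disclosed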
MC4R ag barr = MC4R agonists recruiting beta-arrestin, primary screen, cell-based, luminescence, agonist arm of biased-ligand search | 360,000 tested, 0.98% active | U2OS MC4R beta-arrestin complementation; percent of melanotan II response, DMSO zero | AID 540308, 2011 | Melanocortin receptor 4 (Homo sapiens), P32245 | activation, % at 8.9 µM;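 active = activation above a per-plate cutoff, the mean activation of sample wells on that plate plus 3 SD, cut at about 8% in these data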
* = called active by the depositor; / = no result given. An excerpt. The share of hits here may be higher or lower than overall.

Sequence of screens: m5-HT2A agonist	MC4R antagonist	Glyco luc inh	ABCB6 inh MLPCN	NCOA2 inhibitor	ABHD5 PLIN5 PPI	TLR9-MyD88 block	H9c2 protect	NOD2 RIPK2 PPI	MC4R ag barr
- C[C@@H]1CN([C@H](C)CO)C(=O)CCCn2nncc2CO[C@H]1CN(C)S(=O)(=O)c1ccc(Cl)cc1
  0	2	-2	96	-14	8	2	0	-10	2.1
- Cc1ccc(S(=O)(=O)N2[C@@H](c3ccc(Br)cc3)C(C(=O)O)=CC[C@H]2c2ccc(C(C)C)cc2)cc1
  0	-2	-2	95	-3	1	-18	-31	-20	4.1
- COc1ccc(/C=C2\SC(=O)N(CCNC(=O)Cn3cnnn3)C2=O)cc1
  0	-6	-1	97	/	-5	-4	-9	1	-2.5
- O=C(c1cnc(-c2ccc(Cl)cc2)s1)c1ccc(Cl)cc1Cl
  3	-8	0	99	/	6	7	-8	-9	1.7
- CCCc1cc2c(=O)n(NC(=O)c3nn(C)cc3[N+](=O)[O-])c(C)nc2s1
  1	-2	1	95	6	-1	9	2	-1	-1.1
- Cc1ccc(-c2sc(-c3cccnc3)nc2CC(=O)O)cc1
  -4	6	1	100	2	1	-9	2	3	-2.1
- O=C(Nc1cc(C(F)(F)F)ccc1N1CCOCC1)c1cncc(Br)c1
  2	4	-1	97	-20	0	-4	1	1	-2.3
- CCN(CC)S(=O)(=O)c1ccc(N2CCCC2)c(NC(=O)c2ccccc2OC)c1
  -4	19	4	94	-13	1	-10	-4	5	-1.1
- COc1ccccc1NC(=O)C12CCC(C)(C(=O)C1)C2(C)C (configuration not stated)
  5	6	2	103	-6	2	-6	3	-12	-3.0
- O=C(NCc1ccccc1Cl)c1csc(COCCO)n1
  -2	10	-1	103	17	-3	/	3	3	0.0
- Cc1cc(C)n2nc(SCCOc3ccccc3F)nc2n1
  -4	11	2	93	-27	0	2	9	-4	-0.2
- C[C@@H]1CN([C@@H](C)CO)C(=O)c2cccc(NC(=O)c3ccncc3)c2O[C@@H]1CN(C)Cc1ccc(-c2ccccc2)cc1
  -8	15	-2	101	10	-7	-2	3	13	-1.2
- Cc1occc1C(=O)NCc1ccccn1
  -1	2	2	98	12	-2	-7	10	-2	-2.7
- CC(=O)Nc1cccc(NC(=O)CSc2nc(=O)n(Cc3ccncc3)c3c2CCC3)c1
  -7	6	0	99	8	-10	-3	-3	2	0.7
- Cc1cc(Br)cc2cn[nH]c12
  7	-3	-3	98	4	7	9	-2	2	-2.4
- O=C1CSC(c2ccc(Cl)cc2Cl)N1c1ccccn1 (configuration not stated)
  9	-9	0	100	-5	-6	6	-3	1	-1.2
- OCC1OC2C(NC(=S)N2c2ccccc2)C(O)C1O (configuration not stated)
  2	-1	1	90	-21	3	-1	4	0	-2.2
- O=C(c1cc(-c2ccccc2)on1)N1CCCCCC1
  -10	2	-5	100	-73	-4	-2	-2	6	-0.9
- CCOC(=O)N/N=C/c1ccccc1F
  3	-8	2	102	-40	3	-1	9	-10	-0.8
- O=C(COc1ccccc1Cl)NCCNC(=O)c1ccncc1
  2	-5	2	93	4	-6	13	-1	2	-1.1
- O=C(CCNS(=O)(=O)c1ccccc1)N1CCCCCC1
  7	-3	0	100	-3	-3	-4	-1	-2	0.6
- N#C/C(=C\c1ccc(N2CCOCC2)cc1)c1ccccc1
  -4	4	-12	96	-26	9	0	-10	1	1.5
- Cc1ccc(NC(=O)c2sc3nc[nH]c(=O)c3c2C)c(C)c1
  7	6	-2	88	0	-1	4	-7	-2	-1.0
- CCOc1ccccc1NC(=O)C(OC(=O)c1ccc(N(C)C)cc1)c1ccccc1 (configuration not stated)
  -1	3	-6	101	1	-3	9	-3	1	-2.3
- O=C(Oc1ccc(N2C(=O)C3C4CCC(C4)C3C2=O)cc1)c1ccco1 (configuration not stated)
  -5	-7	1	101	-5	-1	-25	4	-12	-2.5
- CNC(=O)NC(=O)CSc1nc2cc(C(=O)OC)ccc2c(=O)n1-c1ccccc1
  2	4	3	95	-9	4	-1	24	-17	-1.6
- COc1ccc(CN2CCNC(=O)C2CC(=O)N(C)Cc2cc(C)no2)cc1OC (configuration not stated)
  0	1	-2	100	-5	5	-11	-2	-5	-3.1
- O=[N+]([O-])c1ccccc1/C=N/N1CCN(Cc2ccccc2)CC1
  -13	2	-1	92	-54	-9	-1	5	1	0.2
- CCCn1c(SCC(=O)Nc2ccc(S(=O)(=O)N(C)C)cc2)n[nH]c1=O
  1	26	2	96	4	3	-1	6	-4	2.8
- CCn1c(SCC(=O)Nc2ccc(NC(=O)c3ccco3)cc2)nnc1-c1cccs1
  2	2	-3	93	11	5	1	-4	3	-1.5
- Cc1cc(C)c(C)c(S(=O)(=O)N2CCSCC2)c1C
  8	-3	0	98	-29	-4	-3	-6	0	1.8
- O=C(NCc1ccccc1)C(=O)NCC(c1ccco1)N1CCN(c2ccccc2F)CC1 (configuration not stated)
  0	16	2	99	5	1	7	4	-6	-2.2
- c1ccc2nc(N3CCCC3)c(N3CCCC3)nc2c1
  -4	1	2	99	13	0	3	0	-9	0.4
- c1coc(CNCC2OCCc3ccccc32)c1 (configuration not stated)
  -1	4	0	96	-6	-2	-8	-5	-1	-1.4
- COc1ccc(NC(=S)Nc2ccccc2C(F)(F)F)cc1
  3	10	0	105	-15	-2	3	-4	-17	-1.6
- O=C(NNC(=O)C1CCC(C(=O)NNC(=O)c2cccs2)CC1)c1cccs1 (configuration not stated)
  8	3	-1	100	-24	9	4	3	3	2.5
- O=C(CSCc1nc2ccccc2[nH]1)Nc1ccc(Oc2ccccc2)cc1
  -3	-5	-1	100	10	-8	-2	2	1	-1.3
- CC(=O)N(CCCN(C)C)CCC(C)CCC=C(C)C (configuration not stated)
  -9	7	-3	99	6	-1	-10	-2	-2	-0.2
- COn1c(SC2CCCCC2)nc2ccccc2c1=O
  3	10	-1	96	-15	2	4	-6	-3	2.4
- CS(=O)(=O)N1CCN(c2ccc(NC(=O)c3cc4ccccc4o3)cc2)CC1
  1	-3	-1	96	-41	-1	-12	-1	8	0.7
- Cc1c(/C(Cc2ccccc2)=N/O)c2ccccc2n1C
  0	5	-1	102	-9	12	-8	-17	-1	-0.4
- COc1cc(OC)c(NS(=O)(=O)c2cn(C)cn2)cc1Cl
  4	9	2	99	-30	-1	-7	3	-1	-2.1
- O=C(C1=NOC(CNc2ncc(C(F)(F)F)cc2Cl)C1)N1CCOCC1 (configuration not stated)
  1	4	0	97	-25	-1	-4	-2	-10	-0.5
- CC1C(C)C(O)(c2ccccc2)CCN1C (configuration not stated)
  -4	7	1	99	-19	6	1	10	-2	-0.7
- Cc1ccc(C)c(NC(=O)c2cc(-c3cc(C)c(C)cc3O)n[nH]2)c1
  1	-11	3	99	-93	2	-4	-2	2	6.1
- CCc1nnc(NC(=O)CN2CCN(Cc3ccc(F)cc3)CC2)s1
  0	2	-1	103	-25	0	4	4	0	-1.9
- COc1ccccc1N(C)S(=O)(=O)c1ccc(C(=O)NCCc2ccc(F)cc2)cc1
  -6	11	-1	99	10	2	-2	4	-2	2.0
- COC(=O)c1ccccc1NC(=O)c1cc(-c2ccc(C)cc2)on1
  8	5	0	95	/	8	4	1	-8	2.5
- CCN1CCN(CC(O)COc2ccc3c(C)cc(=O)oc3c2)CC1 (configuration not stated)
  -2	0	-1	98	-12	-3	1	0	0	-2.3
- Cn1c(SCC(=O)NC2CCCCCC2)nnc1-c1cccs1
  3	6	0	98	-24	6	-5	1	-16	-1.6
- CCOC(=O)CSc1n[nH]c(NC(=O)CC)n1
  0	10	0	108	0	1	3	4	-15	-0.6
- Cn1c(=O)c2c(ncn2CC(=O)OCC(=O)Nc2ccc(Cl)cc2Cl)n(C)c1=O
  -1	1	1	100	-16	-2	4	-4	-2	-2.5
- C[C@H]1CN([C@@H](C)CO)S(=O)(=O)c2ccc(Br)cc2O[C@H]1CN(C)S(=O)(=O)c1ccccc1
  -4	11	-3	106	-12	-1	-2	2	3	-0.6
- Cc1cccc(N2CCN(C(=O)c3ccc(CNc4c(N5CCC(C)CC5)c(=O)c4=O)cc3)CC2C)c1 (configuration not stated)
  2	-2	-1	86	-30	5	-6	-7	5	0.3
- COc1ccc(C2OC(CCc3ccccc3)CC3=C2C(=O)OC(C)(C)O3)cc1 (configuration not stated)
  -1	/	-2	92	0	1	/	1	5	/
- CC(C(=O)NC1CCCC1)N(Cc1ccco1)C(=O)c1snc(C(=O)NC2CCCC2)c1N (configuration not stated)
  4	7	-7	102	9	8	4	-3	-2	-1.0
- c1ccc(-c2cccc(-c3ccccc3)n2)cc1
  -1	-1	0	97	-37	-3	-5	-7	-6	0.1
- Cc1nc(SCC(=O)NCCc2ccc(Cl)cc2)nc(C)c1C
  15*	2	1	102	4	1	-3	-2	-2	-0.2
- CSc1ncc(CN2CCCCC2C(=O)Nc2ccc(Oc3ccccc3)nc2)cn1 (configuration not stated)
  -1	4	-3	95	18	-1	-3	4	-13	-5.1
- Cc1nc2ccc(C(=O)N3CCN(C(=O)c4ccco4)CC3)cn2c1N(C)C(=O)CCc1ccccc1
  -4	4	-1	96	-27	-10	/	7	2	3.8
- COc1cc(/C=C/C(=O)O)cc(S(=O)(=O)NNC(=O)c2cc(C)oc2C)c1OC
  8	3	-2	99	-34	9	-12	1	-15	0.4
- O=c1sc2ccccc2c(N2CCN(c3ccccc3)CC2)c1[N+](=O)[O-]
  -1	11	-2	101	-7	4	-2	3	-1	1.1
- CCC(=O)Nc1c2c(nn1-c1ccccc1)CSC2
  -7	3	-1	102	-27	-11	7	-1	9	-0.9
